Screening results as filed in PubChem.
SW480 rereplic = A quantitative high throughput screen for small molecules that induce DNA re-replication in SW480 colon adenocarcinoma cells. SW480 DNA re-replication, Hoechst DNA content imaging, 48 h. Potency, µM (titrated, usually from 46.1 µM), without a hit: top-dose re-replication activation, usual class: activators. actives 1.8% (n = 340,000); also: potency is read from the fitted curve at half-maximal effect; % of control where 0% means no effect; nearly all actives have a fitted effect of over 55% in size
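Treated cells incubate 48 hr (37 C, 5% CO2), are stained 40 min with Hoechst, and nuclear fluorescence is enumerated; a rise in nuclei with high DNA signal marks re-replication.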
HT1080 IDH1KD tx = qHTS for induction of synthetic lethality in tumor cells producing 2HG: qHTS for the HT-1080-IDH1KD cell line. actives 2% (n = 360,000). AID 686971, 2013. HT-1080 IDH1 knockdown viability, ATP luminescence, 48 h. Potency, µM (series often up to 46.1 µM), for inactives: at the highest dose activity, negative = toxicity, hits mostly cytotoxic;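 also: potency is read from the fitted curve at half-maximal effect; 0% = DMSO wells and -100% = cell-free medium wells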
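Knockdown cells (IDH1KD HT-1080) received compounds 2 h after plating at 750 cells/well and were kept 48 h at 37 °C in 5% FBS RPMI. A CellTiter-Glo luminescence read gave % activity for curve fitting.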
HT1080NT lethal = qHTS for induction of synthetic lethality in tumor cells producing 2HG: qHTS for the HT-1080-NT fibrosarcoma cell line | HT-1080-NT fibrosarcoma viability, CellTiter-Glo ATP luminescence, 48 h | AID 686970, 2013 | actives 1.6% (n = 360,000) | Potency, µM (series often up to 46.1 µM), for inactives: at the highest dose activity, negative = less viability, hits mostly cytotoxic;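 also: NT is the 2HG producing partner of a matched IDH1 knockdown line; potency is read from the fitted curve at half-maximal effect; 0% = DMSO-treated cells and -100% = media-only wells without cells; nearly all actives have a fitted effect of over 55% in size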
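Viability of the 2HG-overproducing fibrosarcoma line after 48 hours of compound exposure at 37 degrees C was determined by luminescence with CellTiter-Glo, and concentration-effect curves were then fitted and categorized.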
MCF10A rereplic = A quantitative high throughput screen for small molecules that induce DNA re-replication in MCF 10a normal breast cells | AID 624296, 2012 | actives 2.9% (n = 350,000) | MCF 10A DNA re-replication, Hoechst nuclear intensity, 48 h | Potency, µM (doses to about 46.1 µM), without a hit: top-dose activity, positive = re-replication, usual class: activators; also: potency is read from the fitted curve at half-maximal effect; % of control where 0% means no effect; nearly all actives have a fitted effect of over 50% in size
HEK293 tox = qHTS of GLP-1 Receptor Inverse Agonists: Cytotox Screen | HEK293 cAMP-luciferase reporter cells, luminescence, 24 h | Potency, µM (doses to about 38.3 µM), inactives show at the highest dose activity change, negative = inhibition, hits mostly inhibitors | actives 0.13% (n = 410,000);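 also: loss of luciferase light is scored as toxicity; potency is read from the fitted curve at half-maximal effect; % is scaled to controls: 0 for no effect and ±100 for the full control effect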
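To flag toxic compounds, the library was rerun on cells for 24 hr at 37 deg C and 5% CO2. Viability-linked luminescence was captured 12 min after adding luciferase detection reagent.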
IL-1B inflam inh = qHTS for Inhibitors of Inflammasome Signaling: IL-1-beta AlphaLISA Primary Screen | activity change, % at 57.5 µM | THP-1 LPS/ATP IL-1B secretion, AlphaLISA, 16 h; active compounds read low | actives 4.7% (n = 360,000); in the data active = activity change below about -50%; inconclusive = mostly about -30% to -49%; also: % is scaled to controls: 0 for no effect and ±100 for the full control effect
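Secreted IL-1B measured by AlphaLISA bead assay after 16 h compound exposure of THP-1 cells; compounds (final up to 57.5 uM) added 1 h before LPS (250 ng/mL) and ATP (1.25 mM) stimulation; lower signal means less secretion.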
KB-3-1 tox = qHTS assay for MDR1-selective chemotherapeutics: Primary screen using the parental adenocarcinoma cell KB-3-1. AID 1347075, 2019. Potency, µM (top dose mostly 46.1 µM), without a hit: at the highest dose activity change, negative = cytotoxic, usual class: cytotoxic. KB-3-1 viability, CellTiter-Glo ATP luminescence, 72 h. actives 1.4% (n = 400,000); also: potency is read from the fitted curve at half-maximal effect; % is scaled to controls: 0 for no effect and ±100 for the full control effect; nearly all actives have a fitted effect of over 60% in size
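Parental KB-3-1 adenocarcinoma cells in phenol-red-free DMEM with 10% FBS were pin-treated with compounds at several concentrations, incubated 72 h at 37 °C, and viability read by CellTiter-Glo luminescence; concentration-effect curves were fitted after normalization.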
KB-V1 MDR tox = qHTS assay for MDR1-selective chemotherapeutics: Primary screen using the drug-selected MDR subline cells KB-V1; Potency, µM (titrated, usually from 46.1 µM), without a hit: at the highest dose activity change, negative = cytotoxicity, most hits filed as cytotoxic; actives 3.4% (n = 400,000); KB-V1 MDR cells viability, CellTiter-Glo, 72 h; also: potency is read from the fitted curve at half-maximal effect; % is scaled to controls: 0 for no effect and ±100 for the full control effect; nearly all actives have a fitted effect of over 60% in size
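Luminescent ATP read-out (CellTiter-Glo, 10 min) measures survival of drug-selected KB-V1 MDR cells after 72 h, 37 degrees C compound exposure. Medium: phenol-red-free DMEM, 10% FBS. Values from fitted concentration-response curves.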
DRD3 agonist = qHTS of D3 Dopamine Receptor Agonist: qHTS. max activation, %. actives 0.58% (n = 410,000). D3R DiscoveRx beta-arrestin cells, luminescence, 90 min. D(3) dopamine receptor (Homo sapiens), P35462; in the data active = max activation above about 30%; also: 0% is about no effect; mostly tested at two doses, the higher about 12 µM
Target sequence (P35462 whole entry, looked up): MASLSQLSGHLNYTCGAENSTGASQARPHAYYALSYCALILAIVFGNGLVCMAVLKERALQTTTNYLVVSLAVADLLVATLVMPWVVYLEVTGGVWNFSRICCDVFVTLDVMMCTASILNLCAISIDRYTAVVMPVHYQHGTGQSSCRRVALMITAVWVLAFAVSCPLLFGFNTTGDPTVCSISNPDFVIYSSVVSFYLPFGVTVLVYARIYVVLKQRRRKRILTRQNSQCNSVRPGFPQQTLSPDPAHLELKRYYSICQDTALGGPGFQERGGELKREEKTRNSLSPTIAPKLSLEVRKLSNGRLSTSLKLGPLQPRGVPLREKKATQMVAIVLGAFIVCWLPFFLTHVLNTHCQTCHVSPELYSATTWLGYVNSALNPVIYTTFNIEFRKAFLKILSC
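Cells at 1500/well, incubated overnight, then treated with pinned compounds (dopamine as control) for 90 min at 37 degrees C. DiscoveRx reagent added for 30 - 60 minutes at room temperature; luminescence read.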
Numbers without * were called inactive; u = inconclusive; & = joins results of further samples. Unless noted, calls follow the shape of the dose curve; as a rule, active = well fitted curve in the direction sought with a large enough effect; inconclusive = small, poorly fitted or top-dose-only effect, or another doubt; inactive = no such curve, though single readings can be large; an effect the other way counts as inactive or inconclusive. Only part of the results is shown; rates above refer to the full screens.

SMILES	SW480 rereplic	HT1080 IDH1KD tx	HT1080NT lethal	MCF10A rereplic	HEK293 tox	IL-1B inflam inh	KB-3-1 tox	KB-V1 MDR tox	DRD3 agonist
C[C@H](CCC(=O)O)[C@H]1CC[C@H]2[C@@H]3[C@H](O)C[C@@H]4C[C@H](O)CC[C@]4(C)[C@H]3CC[C@]12C	7%	7%	26%	3%	-1%	29	0%	10%	6&3
O=C(CCN1CCN(CCO)CC1)N1c2ccccc2Sc2ccc(C(F)(F)F)cc21	-12%&1%	-27%	-8%	u	-16%	u	0%	-21%	-34&-9
